AHR activator: human AHR activation. P35869. AHR-responsive luciferase reporter cells, luminescence. activation, % at 5 µM. 2.5% of 320,000 active. AID 2796; in the data active means activation above about 47%;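 further: 0% = vehicle wells and 100% = reference agonist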
procasp7 counter: counter-screen: procaspase-7 (human) activation; recombinant procaspase-7, Ac-DEVD-pNA absorbance 405 nm; D23A/D198A/D206A triple mutant, cannot self-cleave; scale: DMSO 0, 5 µM enzyme 100; activation, % at 8.5 µM; 0.093% of 330,000 active; AID 463210;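 active means percent activation above the screen-wide mean plus 3 SD, cut at about 25% in these data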
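Material: Procaspase-7 triple mutant (PC-7 D3A) | Quantity: 2 µM procaspase-7 mutant as dispensed | Reagent: DEVD-pNA substrate | Times: 1 h preincubation, 2 h reaction | Technique: 405 nm absorbance of p-nitroaniline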
EBNA-1 inh: blocks EBNA-1 binding to DNA. EBNA-1 DNA binding, fluorescence polarization. inhibition, % at 14.8 µM. 0.34% of 300,000 active. AID 1950; in the data active means inhibition above about 28%
RPL19A TOR yeast: alters RPL19A-GFP fluorescence in TOR pathway yeast screen; S. cerevisiae RPL19A-GFP strain, flow cytometry, 3 h; stronger effect = lower value; percent response vs DMSO, % at 10 µM; 0.3% of 330,000 active; AID 2025;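 active means percent response vs DMSO below 50%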;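 further: median channel GFP fluorescence of the barcoded RPL19A-GFP strain; ratio of sample median GFP to plate DMSO average so 100% = DMSO; lower means less RPL19A-GFP as with rapamycin TOR inhibition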
LAP4-GFP MLPCN: yeast TOR pathway LAP4-GFP modulation. GFP response vs DMSO, % at 10 µM. AID 2023. S. cerevisiae LAP4-GFP multiplex, flow cytometry GFP, 3 h; median GFP as percent of DMSO wells. 0.34% of 320,000 active;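 active means GFP response vs DMSO above a set limit, about the screen mean plus 3 SD, cut at about 150% in these data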
MEP2-GFP yeast: yeast TOR pathway MEP2-GFP modulation. S. cerevisiae MEP2-GFP strain, flow cytometry GFP, 3 h; 100% = DMSO control level. 0.51% of 330,000 active. GFP response vs DMSO, % at 10 µM;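 active means GFP response versus DMSO above a set limit, roughly screen mean plus 3 SD, cut at about 180% in these data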;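 further: median GFP fluorescence of the barcode-gated MEP2-GFP cells per well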
ZTA counter: counter-screen for EBNA-1 inhibitors: inhibitors of Epstein-Barr virus ZTA | ZTA-DNA binding, fluorescence polarization | inhibition, % at 11 µM | 0.15% of 320,000 active; in the data active means inhibition above about 33%
proCasp3 act: procaspase-3 (human) activation; recombinant procaspase-3 D3A, Ac-DEVD-pNA absorbance 405 nm; activation, % at 8.5 µM; 0.11% of 330,000 active; AID 463141;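 active means activation above the mean of all tested compounds plus 3 SD, cut at about 21% in these data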;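 further: 0% = DMSO alone and 100% = DMSO wells spiked with extra 5 µM PC-3 D3A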
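Technique: 405 nm absorbance of p-nitroaniline, reads at 0 and 120 min; Test system: Procaspase-3 D3A mutant; Incubation: 1 h enzyme-compound preincubation, then 2 h substrate reaction, 25 °C; Repeats: singlicate, each compound tested once; Benchmarks: low control DMSO wells, high control DMSO plus 5 µM PC-3 D3A.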
An asterisk follows results filed as active; · = no result given.

SMILES	AHR activator	procasp7 counter	EBNA-1 inh	RPL19A TOR yeast	LAP4-GFP MLPCN	MEP2-GFP yeast	ZTA counter	proCasp3 act
CC(C)(C)OC(=O)CNC(=O)c1[nH]cnc1C(=O)N[C@@H](Cc1ccccc1)C(=O)OC(C)(C)C	2.0	-1.4	4.8	106.9	125.7	96.7	-4.8	0.0
O=[N+]([O-])c1cccc(/C=N/NC2=NS(=O)(=O)c3ccccc32)c1	1.2	-1.8	0.6	88.0	93.4	97.6	4.3	4.1
CC(OC(=O)c1ccc(Cl)c(S(=O)(=O)N2CCc3ccccc32)c1)C(=O)Nc1ncc(Cl)cc1Cl (stereo not given)	4.9	8.1	6.4	104.9	99.6	105.8	-3.8	-3.4
CC(=O)c1cccc(NC(=S)NC2CCCCC2)c1	-0.2	-2.6	-1.0	101.1	106.7	105.5	-13.4	-6.0
CC(c1ccc(O)cc1)(c1ccc(O)cc1)c1ccc(CCBr)cc1	0.7	-0.3	11.4	103.0	98.5	109.1	11.4	-9.4
CCOC(=O)CC(=O)Nc1ccc(Br)cc1C(=O)O	0.9	-5.6	-3.5	96.0	107.0	100.3	-3.1	-2.8
Cc1onc(-c2c(F)cccc2Cl)c1C(=O)NNC(=O)C1CCN(Cc2ccccc2)CC1	4.3	-1.3	-4.3	99.5	94.4	87.8	-7.2	-2.1
Cc1n[nH]c(C)c1CN(C)C(=O)c1cc(COc2ccc(F)c(F)c2)on1	-1.2	-4.5	16.1	96.9	103.0	98.4	4.5	-5.7
C/C(=N\Nc1ccc([N+](=O)[O-])cc1)c1ccc(-n2nncc2C)cc1	50.0*	-21.0	-9.7	103.9	96.3	107.0	2.2	-7.7
CCN(CC(=O)Nc1ccc(Br)c(C)c1)CC(=O)NC(C)C	6.9	10.2	5.4	103.1	123.6	136.6	2.4	1.4
COc1ccc2cc3c(N)nn(C(=O)c4ccccc4Cl)c3nc2c1	21.4	2.5	-9.8	115.0	106.0	107.8	21.4	10.8
CC(/C=C/c1ccco1)=N\NC(=O)c1cc(Cl)ccc1O	11.1	-12.2	-6.8	108.6	92.7	106.8	8.7	-0.5
Cc1c(C(=O)NCc2cccs2)oc2ccc(Br)cc12	8.0	4.5	-2.3	102.9	103.9	97.4	-8.3	-0.6
Cc1cc(NC(=O)C2C3C(=O)N(CC4CCCO4)C(C(=O)NCc4ccccc4)C34C=CC2(C)O4)no1 (stereo not given)	-0.1	9.5	-2.7	101.0	103.5	103.3	-6.8	0.2
Clc1ccc2c(c1)CNc1c(ncnc1N1CCOCC1)O2	2.9	10.8	3.2	98.3	97.8	102.4	6.1	5.7
CC(C)(C)c1ccc(C(=O)NNc2cc(N3CCCCC3)nc(N3CCCCC3)n2)cc1	4.1	-4.9	-1.1	97.1	101.6	98.7	-10.9	-4.4
CCCN(CCC)C(=O)C1CCN(c2cc(C)nc3c(-c4ccc(OC)c(OC)c4)c(C)nn23)CC1	1.1	7.6	-11.4	102.7	91.6	90.5	-11.7	13.6
Cn1c(-c2ncc(F)cc2F)cc2onc(-c3c(F)cccc3Cl)c2c1=O	50.2*	6.8	·	89.5	97.7	94.1	·	1.5
CCN(CC)CCCN1C(=O)CSC1c1ccc([N+](=O)[O-])cc1 (stereo not given)	1.8	-2.5	-6.7	91.4	92.3	88.8	-3.7	11.3
Oc1ccc(/C=N/N(c2ccccc2)c2ccccc2)c(O)c1O	0.3	-9.7	-6.9	98.0	95.9	102.1	-4.2	2.9

Sorted by molar mass (highest first): part of the list above.
SMILES	AHR activator	procasp7 counter	EBNA-1 inh	RPL19A TOR yeast	LAP4-GFP MLPCN	MEP2-GFP yeast	ZTA counter	proCasp3 act
CCCN(CCC)C(=O)C1CCN(c2cc(C)nc3c(-c4ccc(OC)c(OC)c4)c(C)nn23)CC1	1.1	7.6	-11.4	102.7	91.6	90.5	-11.7	13.6
CC(C)(C)OC(=O)CNC(=O)c1[nH]cnc1C(=O)N[C@@H](Cc1ccccc1)C(=O)OC(C)(C)C	2.0	-1.4	4.8	106.9	125.7	96.7	-4.8	0.0
Cc1n[nH]c(C)c1CN(C)C(=O)c1cc(COc2ccc(F)c(F)c2)on1	-1.2	-4.5	16.1	96.9	103.0	98.4	4.5	-5.7
CCN(CC(=O)Nc1ccc(Br)c(C)c1)CC(=O)NC(C)C	6.9	10.2	5.4	103.1	123.6	136.6	2.4	1.4
COc1ccc2cc3c(N)nn(C(=O)c4ccccc4Cl)c3nc2c1	21.4	2.5	-9.8	115.0	106.0	107.8	21.4	10.8
CCN(CC)CCCN1C(=O)CSC1c1ccc([N+](=O)[O-])cc1 (stereo not given)	1.8	-2.5	-6.7	91.4	92.3	88.8	-3.7	11.3
O=[N+]([O-])c1cccc(/C=N/NC2=NS(=O)(=O)c3ccccc32)c1	1.2	-1.8	0.6	88.0	93.4	97.6	4.3	4.1
Clc1ccc2c(c1)CNc1c(ncnc1N1CCOCC1)O2	2.9	10.8	3.2	98.3	97.8	102.4	6.1	5.7
CC(/C=C/c1ccco1)=N\NC(=O)c1cc(Cl)ccc1O	11.1	-12.2	-6.8	108.6	92.7	106.8	8.7	-0.5
CC(=O)c1cccc(NC(=S)NC2CCCCC2)c1	-0.2	-2.6	-1.0	101.1	106.7	105.5	-13.4	-6.0

Other records
SMILES	AHR activator	procasp7 counter	EBNA-1 inh	RPL19A TOR yeast	LAP4-GFP MLPCN	MEP2-GFP yeast	ZTA counter	proCasp3 act
COCCCNC(=O)C1CCC(CNS(=O)(=O)c2ccc(Cl)cc2)CC1 (stereo not given)	-2.3	6.3	2.6	100.5	101.6	102.4	20.5	2.0
Cc1cc(C)cc(NC(=O)CCn2cnc3cc(C)c(C)cc32)c1	1.0	-7.5	12.4	97.8	106.4	99.1	7.4	-0.8
Cc1nnc(SCc2cc([N+](=O)[O-])cc3c2OCOC3)[nH]c1=O	1.7	15.1	8.4	99.2	103.9	100.7	-7.2	-1.1
COc1cccc(NC(=O)C2CCN(S(=O)(=O)c3ccc4c(c3)NC(=O)C(C)S4)CC2)c1 (stereo not given)	3.1	4.0	3.5	95.5	104.6	109.2	2.5	8.7
Cc1onc(-c2ccccc2)c1C(=O)NCc1cccc(Cl)c1	0.7	3.9	-3.9	96.5	97.2	94.2	-12.6	2.2
O=C(O)CC/C(=C\c1ccccc1[N+](=O)[O-])c1nc2ccccc2s1	6.7	3.1	11.1	93.6	95.6	89.2	-0.2	5.2
COc1cc(/C=C/C(=O)c2ccc(O)cc2)ccc1OCC#N	3.4	-0.3	-3.6	99.6	95.7	88.3	-3.7	3.3
COC(CNC(=O)c1ccc2c(c1)ncn2-c1cccc(C)c1)OC	-2.3	3.0	-4.5	105.1	100.9	115.2	-3.9	1.2
CC1CCN(S(=O)(=O)c2ccc(C(=O)N3CCN(c4ccccc4F)CC3)cc2)CC1	-0.4	4.9	2.8	97.2	96.4	88.2	2.4	1.4
O=C(NC1CCCCCC1)C1CCCN(c2ncccn2)C1 (stereo not given)	1.6	-0.6	-1.6	101.2	91.5	103.6	-7.2	-0.7
Cc1nc2c(C)cccn2c1C(=O)c1ccccc1	-3.2	10.3	0.6	100.0	95.6	95.5	0.9	7.8
Cn1c(=O)c2c(ncn2CC(=O)Nc2cc(S(=O)(=O)N3CCCCC3)ccc2O)n(C)c1=O	-2.7	13.0	·	103.0	103.1	111.9	·	-3.3
C=CCC1(CC=C)CCCN1C(=O)c1cc(COc2ccc(F)c(F)c2)on1	5.3	0.3	-2.6	101.3	86.8	104.1	-14.9	-0.9
Cc1ccc(NC(=O)NC2CCN(S(=O)(=O)c3ccc(F)cc3)CC2)cc1	-0.2	-9.1	14.2	119.1	74.7	97.9	-3.5	4.2
O=C(O)c1ccccc1C(=O)Nn1cnnc1	3.1	4.7	8.2	103.1	98.8	109.7	-7.1	-3.0
CNCc1cc2ccc(C)cc2[nH]c1=O	11.1	6.0	1.4	98.2	96.7	102.4	-4.3	0.4
CSc1cccc(NC(=O)/C=C/c2ccc(Cl)cc2)c1	2.9	-2.1	-5.1	100.3	102.8	101.0	3.9	-0.8
COC(=O)CSc1snnc1-c1ccc(F)cc1	-1.3	-0.1	16.0	107.1	119.0	120.2	3.5	1.3
N#CC1=C(N)Oc2ccc3ccc(O)cc3c2C1c1cccnc1 (stereo not given)	3.5	-3.9	2.1	92.9	93.5	106.8	-12.6	1.9
Cc1oc(=O)c(NC(=O)c2ccccc2)cc1C(C)O (stereo not given)	19.2	3.2	1.5	101.8	109.5	111.9	0.0	5.3
Cc1ccn2c(=O)nc(SCC(=O)N3CCC(C)CC3)nc2c1	-0.4	-0.5	6.2	101.1	107.4	98.1	7.7	-3.6
Nc1ccc2c(C(F)(F)F)cc(=O)oc2c1	7.2	3.2	-11.7	96.8	·	99.9	-4.1	-2.3
COc1cc(C(=O)Nc2scc(-c3ccccc3)c2C(=O)O)cc(OC)c1OC	-0.9	5.2	5.8	98.1	81.8	104.6	-16.9	1.2
CN(C)c1cc[n+](CC(=O)Nc2cc(C(F)(F)F)ccc2Cl)cc1	0.3	-7.0	-13.3	108.7	94.6	91.7	-10.1	-5.4
Cc1ccc(NC(=O)Cn2cnc3c(oc4nc5c(cc43)COC(C)(C)C5)c2=O)cc1	11.0	-0.9	11.6	102.8	88.7	94.7	-2.4	5.8
Cc1cc(=O)n(C(NC(=O)c2ccccc2)C(=O)c2ccccc2)cn1 (stereo not given)	2.9	4.2	0.6	95.3	93.8	94.7	-5.1	-1.5
O=C(CN1C(=O)c2ccccc2S1(=O)=O)c1ccccc1F	-2.8	-2.8	3.1	98.4	104.0	90.0	-2.4	-4.7
CCn1c(SCC(=O)Nc2cc(C)ccc2C)nnc1-c1cnccn1	2.4	6.9	5.3	99.4	94.5	97.0	16.4	6.3
O=S(=O)(Nc1cc(S(=O)(=O)N2CCOCC2)ccc1Cl)c1ccccc1	0.1	-1.8	·	95.2	80.6	89.1	·	5.4
COc1ccc(C(=O)O/N=C(\N)c2ccc(Cl)cc2)cc1	-2.7	5.2	11.1	102.2	105.6	104.5	6.3	-4.0
CC1CCC/C(=N\Nc2ccc(Cl)c(C(=O)O)c2)C1 (stereo not given)	9.9	-5.2	-9.7	99.8	85.1	96.1	-2.4	3.0
O=C(N/C(=C\c1ccccc1)C(=O)N1CCN(CCO)CC1)c1ccccc1	-2.0	1.6	-6.8	103.7	91.5	106.1	-24.5	11.7
CCc1noc(C)c1C(=O)N1CCN(S(=O)(=O)c2ccc(C)cc2)CC1	0.8	9.5	5.1	102.3	111.0	104.8	-12.5	1.4
CN1CCN(NC(=O)c2cn(-c3ccccc3)nc2-c2cccs2)CC1	-1.2	1.0	1.9	104.9	95.1	101.5	13.7	10.0
CCS(=O)(=O)c1nc2ccccc2n1Cc1ccccc1Cl	-0.1	5.6	10.1	103.1	84.1	98.1	-9.8	16.0
Cc1ccc(OCCN(C)C(=O)C2CCC(=O)N(CC3CCCCC3)C2)cc1 (stereo not given)	3.4	-6.1	-6.0	98.5	96.8	101.3	-11.3	-0.5
COc1ccccc1N1CCN(S(=O)(=O)c2cc(C)sc2C)CC1	7.5	-5.5	5.6	96.6	97.3	93.7	-8.5	9.7
COc1ccc(NC(=O)CCC(=O)N/N=C/c2cccnc2)cc1	1.0	-0.7	0.1	100.1	100.8	101.0	9.4	-4.0
N/C(=N\c1nc2ccccc2o1)NC(=O)c1ccc([N+](=O)[O-])cc1	38.5	9.1	3.0	94.5	98.3	89.8	-6.6	-3.8
CCOc1ccc(-c2c(C(=O)N/N=C/c3ccco3)nnn2-c2nonc2N)cc1	1.0	-3.2	-6.1	101.8	93.0	100.8	-8.0	-7.4
N#CC(C#N)=c1ccc2c(c1)N1C3=C(CCCC3)CC3CCCCC31N=2 (stereo not given)	-0.1	4.8	-7.3	102.3	108.4	110.7	-2.1	-1.9

Compound activity from PubChem BioAssay.
